# Compound activity as filed in PubChem.
# aSyn yeast rescue: inhibitors of alpha-synuclein toxicity in yeast; S. cerevisiae alpha-synuclein toxicity rescue, BacTiter-Glo growth, 24 h; Potency, µM (doses to about 46.1 µM), inactives show top-dose growth rescue (activation), usual class: activators; 94,000 compounds, 0.02% hits; active = well fitted activation curve with a large enough effect; inconclusive = small, poorly fitted or top-dose-only effect; note: 0% is about no effect
#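 Growth restoration measured by BacTiter-Glo luminescence after 24 hr at 30 deg C; alpha-synuclein yeast, raffinose-pregrown to mid-log, were added at OD600=0.02 in galactose medium onto pinned compounds.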
# * = called active by the depositor; ? = inconclusive; [ ] = dose if it differs, or a comment. Potency is the fitted concentration of half-maximal effect. A portion of the library. The share of hits here may be higher or lower than overall.
cpd	SMILES	aSyn yeast rescue
1	COc1ccc(N2CCN(Cc3nc4c(c(=O)[nH]c(=O)n4C)n3Cc3ccc(C)cc3)CC2)cc1	-6%
2	CC(=O)c1cc(NC(=O)c2ccc([N+](=O)[O-])cc2)c(=O)oc1C	12%
3	CC(C)CC1C(=O)N(Cc2cn(CCC3OCCO3)nn2)CCS(=O)(=O)N1Cc1ccc(-c2ccc(F)cc2)cc1 (stereo not given)	?
4	CCOC(=O)c1cc(S(=O)(=O)N2CCN(c3ccccc3F)CC2)[nH]n1	7%
5	Fc1ccc(C2c3[nH]c4ccccc4c3CCN2Cc2cccn2-c2ncccn2)cc1 (stereo not given)	6%
6	COc1ccc(CCNC(=O)c2cc3c(=O)n(C)c4ccccc4c3n2C)c(OC)c1	11%
7	C[C@@H]1CCCCO[C@@H](CN(C)Cc2ccccc2)[C@@H](C)CN([C@H](C)CO)C(=O)c2cc(NC(=O)Nc3cccc4ccccc34)ccc2O1	2%
8	CCc1ccc(NC(=O)Cn2c(C(=O)OC)cc3oc(C)cc32)cc1	-7%
9	Cc1nc(N2CCCCC2)[nH]c(=O)c1CN(C)N=O	0%
10	O=C(c1cnc(N2CCCCC2)c2ccccc12)N1CCN(c2ccccc2F)CC1	11%
11	O=C(Nc1nnc(S(=O)(=O)N2CCCC2)s1)c1ccc(F)cc1	2%
12	CCOc1ccc(S(=O)(=O)N2CCC(n3c(C)nc4cccnc43)CC2)cc1	3%
13	Cc1ccc(-c2nc(CS(=O)CC(=O)NCc3ccccn3)c(C)o2)cc1 (stereo not given)	1%
14	CCOc1ccc(CCNC(=O)c2ccc3[nH]c(C)c(C)c3c2)cc1	-7%
15	COc1cc2nc(NCc3ccccc3Cl)n3nc(-c4cccnc4)nc3c2cc1OC	-5%
16	COc1ccc(/C=N/Nc2ncnc3sc4c(c23)CCCC4)cc1OC	-8%
17	O=S(=O)(c1ccc(OC(F)(F)F)cc1)N1CCC(c2nc3ccccc3s2)CC1	4%
18	CCOC(=O)N1CCc2c(sc3c2c(=O)n(-c2ccc(Cl)cc2)c(=O)n3CC(C)C)C1	3%
19	Cc1ccccc1-n1nc(CO)c(C(=O)NCCc2ccccc2)n1	-4%
20	Cc1cccc(-c2nnn3c2nc(NCc2ccc4c(c2)OCO4)c2ccccc23)c1	-4%

# Continuation.
cpd	SMILES	aSyn yeast rescue
21	COc1ccccc1C(=O)NCC(=O)OCc1csc(-c2ccccc2)n1	-2%
22	N#Cc1ccccc1NC(=O)CSc1ccc([N+](=O)[O-])cn1	-14%
23	Brc1ccc(-c2ncc3ccccn23)cc1	0%
24	Cc1cccn2c(=O)c(C(=O)N3CCN(c4ccccc4F)CC3)cnc12	-9%
25	Cc1ccc(S(=O)(=O)N2CCOCC2)cc1C(=O)OCC(=O)NC1CCCCC1	-6%
26	CC(C)(C)c1nc(SCC(=O)N2CC(=O)Nc3ccccc32)c2ccccc2n1	-6%
27	COc1c(C)cc(Br)cc1C(=O)Nc1ccc(S(N)(=O)=O)cc1	7%
28	Cc1ccc2oc(=O)c3cc(C(=O)Nc4ccc(F)cc4F)sc3c2c1	-6%
29	Cc1cccc(OCC(=O)N/N=C\c2cccn2C)c1C	-17%
30	CCn1c(COc2ccccc2)nnc1SCC(=O)Nc1ccc(N2CCOCC2)cc1	4%
31	Fc1ccccc1N1CCN(c2ncnc3onc(-c4ccc(Cl)cc4)c23)CC1	11%
32	Cc1ccc(NC(=O)Cn2ncc3c4ccccc4n(Cc4ccccc4)c3c2=O)cc1Cl	1%
33	COc1ccc(S(=O)(=O)N2CCC(C(=O)NCc3cccnc3)CC2)cc1C	4%
34	O=C1Nc2ccccc2Cc2ccccc21	4%
35	COc1ccc(C(=O)Nc2cccc(C)n2)cc1S(=O)(=O)N1CCCc2ccccc21	8%
36	O=c1cc(N2CCOCC2)cnn1-c1ccccc1	0%
37	Cc1ccc(NC(=O)Cn2c(=O)n(Cc3ccc4c(c3)OCO4)c(=O)c3ccccc32)c(C)c1	3%
38	Sc1ccccc1N=Cc1cccs1	3%
39	C/C(=N\NC(=O)c1cccs1)c1cccnc1	-8%
40	Cc1ccc(N2CCN(c3nc4c(S(=O)(=O)c5ccc(C)c(C)c5)nnn4c4ccccc34)CC2)c(C)c1	0%

# Next part
cpd	SMILES	aSyn yeast rescue
41	CCOC(=O)c1[nH]c(C)c(C(=O)NCc2cccc(OC)c2)c1C	-2%
42	O=C1c2oc3ccccc3c(=O)c2C(c2cccc(Cl)c2)N1c1ccccn1 (stereo not given)	0%
43	CCOc1ccc(CCNc2ncnc3onc(C)c23)cc1OCC	-5%
44	COc1cc(Cl)c(NC(=O)CCc2nc3cccnc3n2-c2ccccc2)c(OC)c1	4%
45	Cc1ccc(OCC(=O)NNC(=O)Cc2ccc(S(=O)(=O)N3CCOCC3)s2)cc1	-11%
46	O=C(NCc1ccc(Cl)cc1)c1cc2ccccc2o1	-6%
47	CN(C)C(=O)c1cc(C(=O)c2ccccc2Cl)c[nH]1	-5%
48	COc1ccc(NC(=O)C2CCCN(S(=O)(=O)c3c(C)[nH]c(=O)[nH]c3=O)C2)cc1Cl (stereo not given)	-2%
49	Cc1c(Cl)cccc1NC(=O)CSc1nc(=O)n(Cc2ccco2)c2c1CCC2	5%
50	Cc1c(CC(=O)NCc2ccc(F)cc2)c(=O)oc2cc(O)c(Cl)cc12	3%
51	Cc1ccc(C)c(NC(=O)c2nnn(CC(=O)Nc3cccc(C)c3C)c2N)c1	-8%
52	CCc1ccc(CNC(=O)c2ccc3nc(SCc4ccc(F)cc4)n(C)c3c2)cc1	-11%
53	Cc1ccccc1OCC(=O)Nc1ccc(-c2nc3ncccc3o2)cc1	-4%
54	COc1ccc(NC(C)=O)cc1NC(C)c1nc2sc(C)c(C)c2c(=O)[nH]1 (stereo not given)	2%
55	COc1ccc(N(CC(=O)Nc2ccc(C(N)=O)cc2)S(=O)(=O)c2ccc(C)c([N+](=O)[O-])c2)cc1	-1%
56	C[C@H]1CN([C@@H](C)CO)C(=O)c2cc(Br)cnc2O[C@@H]1CN(C)C(=O)CN(C)C	-6%
57	COc1ccc(NC(=O)Cn2c(=O)n(Cc3ccco3)c(=O)c3sc4ccccc4c32)cc1OC	-11%
58	COc1ccc(-n2c(=O)c3ccc(C(=O)NCc4ccc(C)cc4)cc3n(Cc3ccc(Cl)cc3)c2=O)cc1	3%
59	O=C(Nc1ccc(F)cc1F)c1ccc(CN2CC(=O)N3CCCCC3C2=O)cc1 (stereo not given)	-9%
60	CCOC(=O)C1CCN(C(=O)Cc2ccccc2OC)CC1	-6%

# Retrieved by compound from above, three records:
cpd	SMILES	aSyn yeast rescue
51	Cc1ccc(C)c(NC(=O)c2nnn(CC(=O)Nc3cccc(C)c3C)c2N)c1	-8%
16	COc1ccc(/C=N/Nc2ncnc3sc4c(c23)CCCC4)cc1OC	-8%
1	COc1ccc(N2CCN(Cc3nc4c(c(=O)[nH]c(=O)n4C)n3Cc3ccc(C)cc3)CC2)cc1	-6%

# (continued)
cpd	SMILES	aSyn yeast rescue
61	COc1ccc(NC(=O)c2sc3nc4c(cc3c2N)CN(Cc2ccccc2)CC4)cc1	-4%
62	COc1cccc(C(=O)Nc2ccc(-c3cc(C(F)(F)F)nn3-c3ccccc3)cc2)c1	6%
63	CC(=O)N1CCN(C(=O)c2cc(=O)c3ccccc3o2)CC1	-9%
64	CCOc1ccc(C(=O)CN2C(=O)NC3(CCCc4ccccc43)C2=O)cc1 (stereo not given)	12%
65	COC(=O)c1cc(=O)n(CCc2ccccc2)c(=Nc2ccc(F)cc2)s1	4%
66	Cc1cccn2c(=O)c3cc(C(=O)NC(C)c4ccccc4)c(=N)n(CCCn4ccnc4)c3nc12 (stereo not given)	13%
67	CCS(=O)(=O)N1Cc2ccccc2CC1C(=O)Nc1ccc(OC)c(OC)c1 (stereo not given)	-44%[inhibitor]
68	O=C(CCN1C(=O)/C(=C\c2ccccc2F)SC1=S)N1CCOCC1	-12%
69	Cc1cccc(Cc2cnc(NC(=O)C3Cc4ccc(C)cc4C(=O)O3)s2)c1 (stereo not given)	-3%
70	Cc1ccc(S(=O)(=O)N2CCN(C(=O)CSc3ccc(F)cc3)CC2)cc1	-4%
71	O=C(NNc1ccc(F)cc1F)c1c(F)cccc1Cl	-4%
72	CC(=O)Nc1ccc(NC(=O)c2cc[n+]([O-])cc2)cc1	-7%
73	COc1cc2ccccc2cc1C(=O)Nc1cc(-c2nc3ccccc3o2)ccc1C	-4%
74	CCCN(CCC)C(=O)Cn1c(=O)n(-c2cccc(C)c2)c(=O)c2c1c1cc(OC)ccc1n2C	8%
75	CC(=O)c1cccc(NC(=O)C(Cc2ccccc2)NS(=O)(=O)c2ccc(Br)s2)c1 (stereo not given)	-8%
76	CC(C)CCNC(=O)N1CCN(S(=O)(=O)c2ccc3c(ccn3C)c2)CC1	4%
77	COc1cc2cc(CN(CCCN3CCOCC3)C(=O)Nc3ccccc3F)c(=O)[nH]c2cc1OC	-4%
78	COc1cccc(CNC(=O)C2CCCN(c3nnc(-n4c(C)ccc4C)s3)C2)c1 (stereo not given)	0%
79	CCOC(=O)c1ccccc1NC(=O)CN1CCCN(Cc2cc(C)ccc2C)S1(=O)=O	4%
80	CC(C)n1cc(/C=N/NC(=O)COc2cccc3cccnc23)c2ccccc21	-6%

# New compounds follow:
cpd	SMILES	aSyn yeast rescue
81	COc1ccc(C(=O)NCC2CCCO2)cc1S(=O)(=O)NCc1ccc(Cl)cc1 (stereo not given)	0%
82	COc1cccc(C(=O)c2ccncc2C(=O)O)c1OC	4%
83	O=C(Nc1ccc(S(=O)(=O)Nc2ncccn2)cc1)c1cccc([N+](=O)[O-])c1	0%
84	CC(C)c1ccc(C(=O)Nc2ccc(S(=O)(=O)NC3=NCCCCC3)cc2)cc1	-5%
85	Cc1nn(-c2ccc(N3CCCC3)nn2)c(C)c1CCC(=O)N1CCN(c2ccccc2)CC1	6%
86	Cn1cc(CN2CCC(n3nccc3NC(=O)c3ccc4c(c3)OCO4)CC2)cn1	10%
87	O=C1CCCCC1C(O)(C(=O)c1ccccc1)c1ccccc1 (stereo not given)	11%
88	COc1ccc(C(=O)NCCCN2CCCC2=O)cc1S(=O)(=O)N1CCOCC1	7%
89	CC(C)NC(=O)C(C)N1CCN(S(=O)(=O)c2ccc3ccccc3c2)CC1 (stereo not given)	0%
90	COc1ccccc1NC(=O)c1c(NC(=O)COc2ccccc2)sc2c1CCCCC2	-7%
91	CCn1c(=O)c2sccc2n2c(CCC(=O)Nc3ccc(F)cc3)nnc12	3%
92	O=S(=O)(c1cccc(Cl)c1)c1nnn2c1nc(NCc1ccc3c(c1)OCO3)c1sccc12	-1%
93	Cc1ccccc1C(=O)Nc1cccc(OCc2cc(=O)n3c4c(sc3n2)CCCC4)c1	0%
94	COc1ccc(-n2c(Cc3cccn3C)nnc2SCC(=O)NC2CCCCC2)cc1	-46%[inhibitor]
95	Cc1ccccc1NC(=O)Cn1c(=O)n(Cc2ccccc2)c(=O)c2c(C)c(C)sc21	-6%
96	O=C(Nc1cccc(C(F)(F)F)c1)N1CC2CCCN2c2ccccc21 (stereo not given)	-2%
97	COc1ccc2oc(C(=O)OCC(=O)NC3CCCCC3)c(C)c2c1	2%
98	Cn1ccc(C(=O)OCC(=O)Nc2ccccc2)n1	-15%
99	Cn1cnc(S(=O)(=O)Nc2ccc3c(c2)OCCO3)c1	-8%
100	COc1ccc(CCNC(=O)C2(c3cccs3)CCOCC2)cc1OC	-1%

# Next part
cpd	SMILES	aSyn yeast rescue
101	O=[N+]([O-])c1ccc(CN2CCSCC2)cc1	2%
102	CCN(CC)C(=O)CSc1ncnc2sc(C)c(C)c12	-5%
103	CN(CC(=O)Nc1ccc(F)c(F)c1F)C(=O)c1ccc2c(c1)S(=O)(=O)N=C1CCCCCN12	4%
104	COc1cccc(N2CC(NC(=O)c3cccc4ccccc34)CC2=O)c1 (stereo not given)	7%
105	Cc1nn(C)cc1S(=O)(=O)N1CCN(Cc2ccccc2Cl)CC1	5%
106	CCOc1ccc(-c2cccc(NS(=O)(=O)c3ccccc3[N+](=O)[O-])c2)nn1	15%
107	CCCCNC(=O)C1CCC(CNc2c(N3CCC(C)CC3)c(=O)c2=O)CC1 (stereo not given)	3%
108	CC(C)c1ccc(COC(=O)CN2C(=O)NC3(CCCCC3C)C2=O)cc1 (stereo not given)	15%
109	Brc1ccc2[nH]c3nc(SCCN4CCOCC4)nnc3c2c1	-10%
110	Cc1ccc(-c2noc(-c3nnn(CC(=O)Nc4ccc(C)c(Cl)c4)c3N)n2)cc1	0%
111	COc1ccc2oc(=O)c(C(=O)N3CCN(c4ccc(C)cc4)CC3)cc2c1	2%
112	CCOc1cc(-c2cc(N)n[nH]2)cc(OCC)c1OCC	4%
113	COc1ccc(CCNC(=O)Cn2cc(S(=O)(=O)Cc3ccc(F)cc3)c3ccccc32)cc1OC	-5%
114	CC/C(=N\NC(=O)Nc1nonc1N)c1ccc(OC)c(OC)c1	5%
115	Cc1ccc2c(c1)C(c1ccccc1)N(C(=O)c1ccc3c(c1)OCO3)CC(=O)N2 (stereo not given)	2%
116	CCn1c(SCC(=O)N(C)C)nc2cc(S(=O)(=O)N3CCOCC3)ccc21	-1%
117	CC1=C(C(=O)Nc2ccc(C)cc2C)C(c2sccc2C)n2ncnc2N1 (stereo not given)	2%
118	CCOCCc1nnc(NC(=O)C(=O)c2cc(C)n(-c3cccc(C)c3)c2C)s1	18%

# Filtered by structure, the entries above with a nitro group on carbon (6)
cpd	SMILES	aSyn yeast rescue
2	CC(=O)c1cc(NC(=O)c2ccc([N+](=O)[O-])cc2)c(=O)oc1C	12%
22	N#Cc1ccccc1NC(=O)CSc1ccc([N+](=O)[O-])cn1	-14%
55	COc1ccc(N(CC(=O)Nc2ccc(C(N)=O)cc2)S(=O)(=O)c2ccc(C)c([N+](=O)[O-])c2)cc1	-1%
83	O=C(Nc1ccc(S(=O)(=O)Nc2ncccn2)cc1)c1cccc([N+](=O)[O-])c1	0%
101	O=[N+]([O-])c1ccc(CN2CCSCC2)cc1	2%
106	CCOc1ccc(-c2cccc(NS(=O)(=O)c3ccccc3[N+](=O)[O-])c2)nn1	15%
